Assay outcomes deposited in PubChem by Emory University Molecular Libraries Screening Center.
EP2 antag = EP2 receptor (human) inhibition | P43116 | C6 glioma cells expressing human EP2, cAMP TR-FRET; cells stimulated with saturating PGE2 | actives 0.52% (n = 260,000) | AID 1422 | inhibition, % at 25 µM;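 active means percent inhibition above 40 after rounding to a whole number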;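 further: rat C6 glioma host cells with rolipram phosphodiesterase inhibitor present; the protocol text gives 20 µM as final concentration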
Target sequence (P43116 whole entry, looked up): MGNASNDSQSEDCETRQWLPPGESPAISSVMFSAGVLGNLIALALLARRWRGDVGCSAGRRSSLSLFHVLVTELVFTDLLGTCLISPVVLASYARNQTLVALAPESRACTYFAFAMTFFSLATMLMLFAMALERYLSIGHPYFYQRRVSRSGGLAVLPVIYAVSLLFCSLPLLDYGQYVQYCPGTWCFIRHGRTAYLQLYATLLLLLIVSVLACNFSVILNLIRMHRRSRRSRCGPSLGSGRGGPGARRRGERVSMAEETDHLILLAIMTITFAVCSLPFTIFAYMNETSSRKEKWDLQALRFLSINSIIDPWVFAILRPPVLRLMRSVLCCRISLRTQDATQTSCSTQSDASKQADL
An asterisk follows results filed as active. The list is partial (hit frequency here may not be typical).

SMILES | EP2 antag
COc1ccc(CN2CCN(C(=O)c3ccccc3OC)CC2)cc1OC | 3
CC(=O)NC1CCN(CC(=O)Nc2ccc(C)cc2)CC1 | 5
Clc1ccc2c(c1Cl)NC(c1ccccn1)C1CC=CC21 (configuration not stated) | 6
O=C(Nc1nc2ccc(Cl)cc2s1)c1ccc(F)cc1 | 12
CCC(c1nnnn1C1CCCC1)N(CCc1ccccc1)Cc1cc2c(C)ccc(C)c2[nH]c1=O (configuration not stated) | 19
CC(=O)c1cccc(NC(=O)CSc2nc3c(c(=O)n(C)c(=O)n3C)n2C)c1 | 13
COc1ccc(CCNCc2cc3c(C)cc(C)cc3n3c(=O)n(C)nc23)cc1OC | 7
O=C(O)C1=C[C@@H](C2CC2)C[C@@H](OCCCCO)O1 | 18
COc1ccccc1[C@@H]1C[C@H](OC(=O)CCC2CCCC2)C(=O)N1C | 3
Cc1ccc([C@@H](O)c2cnc(C)n2Cc2ccccc2)cc1 | 8
O=C(CSc1nnc(COc2cccc3ccccc23)o1)Nc1cccc(Cl)c1 | 9
OC[C@H]1O[C@@H](O[C@@H]2[C@@H](CO)O[C@](O)(CO)[C@H]2O)[C@H](O)[C@@H](O)[C@H]1O | 14
Cc1ccc(S(=O)(=O)N2CCC(C(=O)O)(c3ccccc3)CC2)cc1 | 43*
O=S(=O)(c1cccc(S(=O)(=O)N2CCCC2)c1)c1ccc(Cl)c(Cl)c1 | 7
CNC(=O)C1Cc2ccccc2CN1S(=O)(=O)c1ccc(OC)c(OC)c1 (configuration not stated) | 7
COc1cccc(C(O)CN2CCC3(CC2)CC(O)c2cc(F)ccc2O3)c1 (configuration not stated) | 6
C=CCNC(=O)[C@@H]1C=CCN1S(=O)(=O)c1ccc(Cl)cc1 | 6
Fc1ccc(F)c(CN(CCCN2CCOCC2)Cc2ccncc2)c1 | 9
OCCOCCn1c(C(CO)Nc2nc(-c3ccccc3Br)cs2)nc2ccccc21 (configuration not stated) | 7
CCOc1ccc2[nH]c(=O)c(C(c3nnnn3C3CCCC3)N3CCC(C)CC3)cc2c1 (configuration not stated) | 15
Cc1cc(C(O)CN2CCN(Cc3ccc4c(c3)OCO4)CC2)c(C)s1 (configuration not stated) | 6
O=C(O)C1(C(=O)O)CCN(S(=O)(=O)c2ccccc2)CC1 | 14
Cc1ccc(-c2nnn(CC(=O)N(c3ccccc3C)C(C(=O)NC3CCCC3)c3ccco3)n2)o1 (configuration not stated) | 8
CCC1CCCCN1S(=O)(=O)c1ccc(C(=O)O)cc1 (configuration not stated) | 3
COc1cc(CN2C[C@@H]3CCCN3C[C@@H]2Cc2ccccc2)cc2c1OCO2 | 3

Some of these compounds in order of length of the SMILES, lowest first.
SMILES | EP2 antag
Fc1ccc(F)c(CN(CCCN2CCOCC2)Cc2ccncc2)c1 | 9
CNC(=O)C1Cc2ccccc2CN1S(=O)(=O)c1ccc(OC)c(OC)c1 (configuration not stated) | 7
CCOc1ccc2[nH]c(=O)c(C(c3nnnn3C3CCCC3)N3CCC(C)CC3)cc2c1 (configuration not stated) | 15

Back to the main list, starting 2 compounds before the break.
SMILES | EP2 antag
CCC1CCCCN1S(=O)(=O)c1ccc(C(=O)O)cc1 (configuration not stated) | 3
COc1cc(CN2C[C@@H]3CCCN3C[C@@H]2Cc2ccccc2)cc2c1OCO2 | 3
COc1ccc(NCc2nnc(SCC(=O)Nc3c(C)cccc3C)n2C)cc1 | 11
CCc1[nH]n2c(=O)c(Cl)c(C)nc2c1-c1ccc(OC)cc1 | 2
COc1ccc(O)c(NS(=O)(=O)c2ccc3c(c2)NC(=O)CO3)c1 | 8
O=C(NCCc1ccccc1)c1ncoc1-c1cccs1 | 8
COc1cccc(C(=O)N2CCC(n3nnc4ccccc4c3=O)CC2)c1 | 8
O=C(COc1ccc(S(=O)(=O)N2CCCC2)cc1)N1CCCCCC1 | 7
CCC(CN1CCN(C)CC1)NC(=O)Cc1csc(-c2cccc(F)c2)n1 (configuration not stated) | 6
N#Cc1c(NC(=O)c2cc(Cl)ccc2Cl)sc2c1CCC2 | 15
CCC(=O)N(Cc1ccccc1)Cc1cc2cc(C)ccc2n2nnnc12 | 5
Cc1c(NC(=O)c2ncoc2-c2ccc(F)cc2)c(=O)n(-c2ccccc2)n1C | 8
Cc1c(CN(Cc2ccc(F)cc2)C2CC(C)(C)NC(C)(C)C2)cnn1C | 6
CC(C)C(=O)N1CCN(c2ccccc2NC(=O)c2ccccc2F)CC1 | 11
Cc1cc(C)c2c(=O)[nH]n(C3CCCCC3)c2n1 | 9
CC(=O)c1nnn(-c2ccc(F)cc2)c1Nc1cccnc1 | 7
O=c1[nH]c(=O)c2cc(S(=O)(=O)N3CCN(c4ccccn4)CC3)ccc2[nH]1 | 5
Cc1cccc(OCC(=O)Nc2nc3ccc(S(C)(=O)=O)cc3s2)c1 | 13
CCc1nn(CC(=O)NCc2ccco2)c(=O)c2cc3occc3n12 | 4
COCCCn1c(SCc2ccc(Cl)cc2)nc2sc3c(c2c1=O)CCC3 | 9
CCOc1ccc(NC(=O)Cn2cc(C#N)c3ccccc32)cc1 | 3
COc1ccc(S(=O)(=O)N2CCC(C(=O)NC3CCCCCC3)CC2)cc1C | 4
FC(F)(F)c1ccc2c(c1)C1C=CCC1C(c1cccnc1)N2 (configuration not stated) | 18
COc1ccc(OC)c(CC(=O)NCC2CCN(c3nc(C)cc(C)n3)CC2)c1 | 6
CCC(C)NC(=O)C(=O)NCc1ccco1 (configuration not stated) | 5
Oc1c(Br)cc(Br)cc1CN(Cc1cc(Br)cc(Br)c1O)C1CCCCC1 | 40*
O=C(NCc1nc(-c2cccnc2)n[nH]1)C1(c2ccc(Cl)cc2)CC1 | 5

Exported with tabs: entries from further up.
SMILES	EP2 antag
COc1ccc(O)c(NS(=O)(=O)c2ccc3c(c2)NC(=O)CO3)c1	8
O=C(NCCc1ccccc1)c1ncoc1-c1cccs1	8
COc1cccc(C(=O)N2CCC(n3nnc4ccccc4c3=O)CC2)c1	8
O=C(COc1ccc(S(=O)(=O)N2CCCC2)cc1)N1CCCCCC1	7
CCC(CN1CCN(C)CC1)NC(=O)Cc1csc(-c2cccc(F)c2)n1 (configuration not stated)	6
N#Cc1c(NC(=O)c2cc(Cl)ccc2Cl)sc2c1CCC2	15
CCC(=O)N(Cc1ccccc1)Cc1cc2cc(C)ccc2n2nnnc12	5

Additional records follow:
SMILES | EP2 antag
Cn1cnnc1SCc1nc2ccccc2[nH]1 | 3
COc1ccc2[nH]c(=O)c(CN(CCCO)C(=S)Nc3cc(C)ccc3C)cc2c1 | 8
Cc1cc2oc(C(=O)NCC(C)n3cncn3)cc(=O)c2cc1C (configuration not stated) | 0
C[C@H](CCC(=O)O)[C@@H]1CC[C@@H]2[C@H]3CC[C@@H]4C[C@H](O)CC[C@@]4(C)[C@@H]3CC[C@]21C | 35
N=c1n(CCN2CCOCC2)c2ccccc2n1CC(N)=O | 5
COCCn1c(C)cc(C=C2C(=O)NC(=O)NC2=O)c1C | 12
CC1CN(S(=O)(=O)c2ccc3c(c2)NC(=O)CO3)CCC1O (configuration not stated) | 5
CC1CCN(CC(=O)O)CC1 | 5
O=C(CN1CCN(c2cccc(Cl)c2)CC1)Nc1ccccc1Br | 13
COc1ccc(NC(C)=O)cc1S(=O)(=O)N1CCN(C)CC1 | 1
Cc1[nH]c(C)c(CN(C)C)c1CN(C)C | 6
COc1ccc([C@@H]2CCN(C(=O)Cc3c(F)cccc3Cl)C[C@H]2O)cc1 | 6
COc1ccc2oc(=O)c(-c3csc(NNC(=O)c4ccc(C)cc4)n3)cc2c1 | 3
C=C(C)Cn1c(SCc2ccc(Cl)cc2)nc2c1c(=O)n(C)c(=O)n2C | 6
O=C(NNC(=O)c1cccs1)C(=O)NC1CCCCC1 | 9
Cc1cnc(NC(=O)C(C)N2CCC(N3CCCCC3)CC2)s1 (configuration not stated) | 8
COCCN1C(=O)C(O)=C(C(=O)c2ccco2)C1c1ccc(C(C)(C)C)cc1 (configuration not stated) | 10
COc1cccc(NC(=O)C2CCN(C(=O)c3ccccc3C)CC2)c1 | 13
CCOC(=O)CSc1nc2ccc(C)cc2cc1CC | 12
CC(=O)c1cc2c(cc1NS(=O)(=O)c1ccc(S(=O)(=O)N(C)C3CCCCC3)cc1)OCO2 | 9
COc1ccc(NC(=O)N(Cc2ccco2)Cc2cc3cc(OC)c(OC)cc3[nH]c2=O)cc1 | 7
COc1ccccc1NC(=O)CSc1nc2ccccc2n1CC(=O)N1CC(C)CC(C)C1 (configuration not stated) | 9
COc1cc(/C=C2\SC(=S)N(CCC(=O)Nc3ccc(F)cc3)C2=O)cc(OC)c1OC | 14
CCCn1c(SCC(=O)Nc2cccc(Cl)c2C)nnc1C(C)C | 11
CCn1cc(C(=O)O)c(=O)c2cc(F)c(N3CCN(C(=O)c4ccncc4)CC3)cc21 | 12
(cont.)
SMILES | EP2 antag
Cc1cccc(Nc2c3c(nc4ncnn24)CCC3)c1C | 11
CCOc1ccc2[nH]c(=O)c(CN(Cc3ccc(F)cc3)Cc3nnnn3Cc3ccco3)cc2c1 | 13
O=C(COC(=O)c1cccs1)Nc1ccccc1F | 7
O=C(Cn1nc(-c2ccncc2)oc1=O)N1CCCCCC1 | 10
CC(C)NC(=O)CC1Sc2ccc(C(F)(F)F)cc2NC1=O (configuration not stated) | 6
CCCn1c(=O)c(C(=O)Nc2ccccc2C(F)(F)F)c(O)c2ccccc21 | 10
COc1cccc(C2(O)CCN(CCNC(=O)Cc3cccc(C)c3)CC2)c1 | 3
Cc1cc(C)n(-c2cccc(CN3CCC(O)(c4ccccc4F)CC3)c2)n1 | 3
Fc1cc(F)cc(CN(CCCN2CCOCC2)Cc2cccnc2)c1 | 3
O=C(Nc1ccc(N2CCCCC2)cc1)c1ccccc1Cl | 11
Cc1ccc2cc(CN(Cc3nnnn3CC3CCCO3)C3CCCCC3)c(=O)[nH]c2c1C (configuration not stated) | 4
O=C(O)CC[P+](c1ccccc1)(c1ccccc1)c1ccccc1 | 47*
COCCn1c2ccccc2n2c(=O)n(CC(=O)N3CCCC4CCCCC43)nc12 (configuration not stated) | 2
O=C(O)[C@@H]1[C@H](C(=O)NCc2ccncc2)[C@@H]2C=C[C@H]1O2 | 14
C[C@@H]1[C@@H](Sc2ccccc2)CC(=O)O[C@@H]1c1ccc(-c2ccccc2)cc1 | 2
Cc1cc(CNC(=O)CCn2nc(C)c(C)c2C)c2[nH]c(C)c(C)c2c1 | 6
CCOc1ccccc1-n1nnnc1SCC(=O)N(C(C)C)C(C)C | 6
CCCC(c1nnnn1CC1CCCO1)N(Cc1cc2cccc(C)c2[nH]c1=O)C1CCCCC1 (configuration not stated) | 14
Cc1cc2cc3c(cc2n2c(SCC(=O)Nc4nc(-c5ccccc5)cs4)nnc12)OCCO3 | 21
Cc1ccc(NC(=O)CN2CCCCC2)c(C)c1 | 9
CC(C)c1ccccc1NS(=O)(=O)c1cccs1 | 5
CC(=O)Nc1ccccc1N1CCCCC1 | 18
COc1cc(C(c2nnnn2C2CCCCC2)N2CCc3ccccc3C2)ccc1O (configuration not stated) | 7
Clc1ccc2c(NC3CCC(N4CCCCC4)CC3)ccnc2c1 (configuration not stated) | 12
CCN1C(=O)/C(=C/c2ccc(Cl)cc2)SC1=S | 15
Following part.
SMILES | EP2 antag
CNC(=O)c1cc2cc(Cl)cc(Cl)c2oc1=O | 12
O=C(c1cccs1)c1cn(CC(=O)N2CCOCC2)c2ccccc12 | 4
CCc1ccc2[nH]c(=O)c(CN(Cc3cccs3)Cc3nnnn3Cc3ccco3)cc2c1 | 7
CCOC(=O)CSc1nnc(CNc2ccc(F)cc2)n1-c1ccc(OC)cc1 | 15
Cc1ccc(S(=O)(=O)N2CCOCC2)cc1C(=O)Nc1cccc(O)c1 | 14
Cc1ccc(NC(=O)CSc2nnc3c(n2)C2(C)CCC3C2(C)C)c(C)c1 (configuration not stated) | 10
CCCN(CC1CCCO1)C(=O)COc1ncnc2ccccc12 (configuration not stated) | 11
Cc1cc(C)c2cc(CN(Cc3cccnc3)C(=S)Nc3ccccc3)c(=O)[nH]c2c1 | 9
CCOc1ccc(N(CC(=O)NC(C)C)C(=O)CCC(=O)Nc2ccccn2)cc1 | 8
COc1ccc(Cn2nnnc2C(c2cc3cc(C)c(C)cc3[nH]c2=O)N2CCN(C)CC2)cc1 (configuration not stated) | 13
CCCN(C(=O)Cc1cccs1)c1nnc(-c2ccc(C(C)(C)C)cc2)s1 | 6
Cc1nc2c(c(=O)[nH]1)CCN(C(=O)C1C3C=CC4(CN(C(C)C)C(=O)C14)O3)C2 (configuration not stated) | 6
O=C(CNC(=O)c1cccs1)NCC(=O)OCc1ccccc1 | 12
COC(=O)c1c(NC(=O)C2CC2)sc(C(=O)Nc2cccc(C(F)(F)F)c2)c1C | 19
O=C(NCCc1nc(-c2ccncc2)n[nH]1)c1cccc2cccnc12 | 4
O=C(C1CC(c2ccc(Cl)c(Cl)c2)=NO1)N1CCCC1 (configuration not stated) | 10
CC(C)N(C(=O)Cn1nc(-c2cccnc2)oc1=O)C(C)C | 3
CC(C)(C)NC(=O)CN(CC1CCCO1)C(=O)CCC(=O)Nc1nccs1 (configuration not stated) | 8
Cc1cc2cc(C#N)c(SCC(=O)Nc3c(C)cccc3C)nc2cc1C | 21
COc1cccc(/C(O)=C2/C(=O)C(=O)N(CCN(C)C)C2c2cccs2)c1 (configuration not stated) | 19
CCOC(=O)c1sc(N2C(=O)C(=O)/C(=C(\O)c3ccc(OC)cc3C)C2c2cccnc2)nc1C (configuration not stated) | 54*
COC(=O)c1sc2ncn(Cc3cccc(Cl)c3)c(=O)c2c1C | 13
CC[C@@H](Cn1nc(-c2cccs2)ccc1=O)NC(=O)c1n[nH]c(=O)c2ccccc12 | 10
O=C(O)C1C2C=CC3(CN(CC4CCCO4)C(=O)C13)O2 (configuration not stated) | 8
CCCC(=O)Nc1nc(-c2ccc(C)c(C)c2)cs1 | 9
CCc1cccc(CC)c1NC(=O)CSc1nnc(NC(=O)C2CC2)s1 | 6
CCOC(=O)c1sc(NC(=O)COc2cc(C)ccc2C)c(C#N)c1C | 14
CCC(=O)N(Cc1ccccc1)Cc1cc2cccc(C)c2n2nnnc12 | 11
COc1ccc2ccccc2c1C1C(C#N)=C(N)Oc2cc(C)oc(=O)c21 (configuration not stated) | 8
